# Compound activity as filed in PubChem BioAssay.
# NCI-60 one-dose screen, 48 h, at 10 µM unless noted. Numbers give growth in % (100 = growth as untreated, 0 = no growth, -100 = all killed).
# HOP-92 = HOP-92 NSCLC cells; actives 6.3% (n = 71,000); AID 1794738
# EKVX = EKVX NSCLC; actives 3% (n = 71,000)
# SR = SR leukemia cells. actives 8.7% (n = 73,000). AID 1794780
# A549/ATCC = A549/ATCC NSCLC. actives 3.7% (n = 81,000). AID 1794740
# RPMI-8226 = RPMI-8226 leukemia cells. actives 7.5% (n = 77,000). AID 1794781
# CCRF-CEM = CCRF-CEM leukemia; AID 1794778; actives 7% (n = 77,000)
# MOLT-4 = MOLT-4 leukemia cells; actives 6.9% (n = 80,000); AID 1794779
# HOP-62 = HOP-62 NSCLC; actives 3.9% (n = 80,000); AID 1794735
# Starred values were filed as active, the others as inactive; · = not tested or not shown; & = joins results of further samples. How the source made its calls: active means growth percent below 10; inactive means the rest. This is a random part of the collection, and some 12% of all compounds hit somewhere here.
SMILES,HOP-92,EKVX,SR,A549/ATCC,RPMI-8226,CCRF-CEM,MOLT-4,HOP-62
CSc1ncc(Br)c(SC)n1,100,106,88,96,101,93,94,99
CCOC(=O)c1ccc(O)cc1,96&88,103&111,96,74&93,104,96&89,91,80&107
C[C@]12CCC3c4ccc(O)cc4CCC3C1C[C@@H](O)[C@@H]2O (stereo not given in full),117,106,88,·,99,101,91,105
O=Cc1ccc(-n2cc(Cc3ccccc3Cc3cn(-c4ccc(C=O)cc4)nn3)nn2)cc1,81,94,93,99,91,91,90,95
Nc1ccc(F)c(Cl)c1F,80,107,101,113,94,99,108,112
O=C(O)/C=C\C(=O)Nc1cccc(Cl)c1,91,115,111,97,101,98,99,105
Nc1nc(-c2cccc(Cl)c2)nn1-c1nc2ccccc2s1,86,79,99,109,·,102,101,79
CC(C)C1=CC[C@H]2C(=C1)CC[C@@H]1[C@]2(C)CCC[C@@]1(C)C(=O)O,107,107,115,·,110,111,107,95
O=c1c2cccc3c(NC4CCCCC4)ccc(c32)c2nc3ccccc3n12,48,·,1.1*,67,76,65,50,91
O=[N+]([O-])c1cc(Cl)c(O)c(N=Nc2cc(S(=O)(=O)O)c3cccc4c3c2N=NN4)c1,93,112,88,98,103,99,98,109
Brc1cc2c(c3ccccc13)N1O[C@@H](C2)C[C@H]1c1ccccc1,·,84,88,93,94,78,75,104
CNC(=O)CO,76,111,94,97,96,89,94,103
O=C(CN1CCN(c2cc3c(cc2F)c(=O)c(C(=O)O)cn3C2CC2)CC1)Nc1nc(-c2ccc(OCc3ccccc3)cc2)cs1,91,104,105,104,104,102,103,92
CCN(Cc1ccccc1)C(=O)Nc1c(Cl)cccc1Cl,110&82,105,·,95&97,102&97,96,100&92,99&89
C/C=C(C)/C=N/Nc1nc(-c2ccccc2)cs1,95,92,95,106,99,102,98,100
ON=C1CCSCC1,93,100,84,103,112,94,80,96
COc1cc(-n2c(=O)n(-c3nc4ccc(F)cc4s3)c(=O)c3cccnc32)cc(OC)c1OC,·,98,99,101,116,103,102,115
N#CC(CCc1ccncc1)c1ccccc1 (stereo not given),·,102,95,101,80,91,96,111
Cc1ccc2[nH]c(O)c(N=Nc3nc(-c4ccccc4)c(C#N)c(=O)[nH]3)c2c1,112,97,107,107,100,99,101,99
COC(=O)c1nn(-c2ccccc2)c2occc2c1=O,106,102,103,79,101,102,98,94

# Look-ups from the entries so far:
# COc1cc(-n2c(=O)n(-c3nc4ccc(F)cc4s3)c(=O)c3cccnc32)cc(OC)c1OC | RPMI-8226: 116
# N#CC(CCc1ccncc1)c1ccccc1 (stereo not given) | SR: 95
# CSc1ncc(Br)c(SC)n1 | RPMI-8226: 101
# Brc1cc2c(c3ccccc13)N1O[C@@H](C2)C[C@H]1c1ccccc1 | MOLT-4: 75
# C/C=C(C)/C=N/Nc1nc(-c2ccccc2)cs1 | HOP-62: 100
# O=c1c2cccc3c(NC4CCCCC4)ccc(c32)c2nc3ccccc3n12 | MOLT-4: 50

# Going on with the list.
SMILES,HOP-92,EKVX,SR,A549/ATCC,RPMI-8226,CCRF-CEM,MOLT-4,HOP-62
COc1ccc(O)c(/C(=C/C(=O)O)c2nc3ccccc3[nH]2)c1,65,74,73,79,56,79,60,80
CC(N)c1ccccc1 (stereo not given),60,98,140,96,46,54,157,106
CCC(=O)OCc1ccc(OC)cc1,·,107,·,107,107,99,95,109
COc1cc(-c2nc(SCCC(C)C)nc(N3CCOCC3)c2C#N)cc(OC)c1OC,82,100,-10*,22,90,79,89,29
CNC1(C(=O)O)CCCCC1,100,102,97,94,115,115,108,105
Cc1ccc(-n2nnc3c(sc4ccccc43)c2=O)cc1,6.3*,·,75,35,46,76,91,32
COc1ccccc1C1CCCCC1,·,100,93,103,108,85,95,101
CC(=O)OC[C@]12CC[C@@H](C(=O)N3CCNCC3)[C@@H]1[C@H]1CC[C@@H]3[C@@]4(C)CC[C@H](OC(C)=O)C(C)(C)[C@@H]4CC[C@@]3(C)[C@]1(C)CC2,65,99,·,92,75,88,86,78
Cc1cc(=O)n(C(=O)Nc2ccc(Br)cc2)c2cc(O)ccc12,105,104,129,105,107,103,113,99
CC1C(c2ccccc2)OC(N2CCOCC2)C(C)(C)CN1C (stereo not given),·,·,95,102,96,94,80,104
S=C(NCCCN1CCN(CCCNC(=S)NC2CCCCC2)CC1)NC1CCCCC1,70,93,94,98,90,94,97,98
NCCc1ccc(O)c(O)c1,78&103,100&110,99,95,96&100,118&99,114&91,102&96
CCn1c(Cc2ccccc2Nc2c(Cl)cccc2Cl)nnc1SCC(=O)NN1C(=O)/C(=C/c2cccc(OC)c2OC)SC1=S,97,93,102,96,94,97,96,99
Nc1cc(Cl)ccc1S,102,105,96,102,103,108,98,93
CCCCC(C(=O)OC)C(=O)OC,97,·,92,104,103,·,89,103
Cc1ccc2oc(=O)cc(Cn3nnc(N)c3C#N)c2c1,93,94,100,96,97,86,97,92
C=CC(C)(O)CC/C=C(\CO)C(=O)OCC1OC(OC(=O)[C@]23CCC(C)(C)C[C@H]2C2=CC[C@@H]4[C@@]5(C)CC[C@H](OC6OC(COC7OC(C)C(O)C(O)C7OC7OCC(O)C(O)C7O)C(O)C(O)C6NC(C)=O)C(C)(C)[C@@H]5CC[C@@]4(C)[C@]2(C)C[C@H]3O)C(OC2OCC(O)(CO)C2O)C(O)C1O (stereo not given in full),75,96,35,98,·,84,80,75
CN(C)c1ccc(/C=N/NC(=O)COc2cc(=O)n(C)c3ccccc23)cc1,93,103,·,110,107,106,104,96
COc1cc(C(=O)Oc2cccc(CN3CCCCC3)c2)cc(OC)c1OC,90,89,·,99,111,108,100,101
O=C(C[n+]1cccc(Br)c1)c1ccc(Cl)cc1,97,96,101,92,104,109,101,101
O=C(CSCc1c(F)cccc1Cl)Nc1ccc(F)c(Cl)c1,88,86,75,73,76,79,64,82
CC(C)(C)C(=O)CC(=O)c1ccncc1,96,89,101,96,97,81,91,93
O=C1c2ccccc2C(O)(c2ccc(Cl)cc2)c2ccc(Cl)cc21 (stereo not given),92,85,91,74,97,99,86,81
COc1c(F)ccc(C(=O)Nc2ccc3nc(NC(=O)C4CCCN(S(=O)(=O)c5cccc(Cl)c5)C4)sc3c2)c1F (stereo not given),·,93,44,68,43,85,43,103
O=c1oc2ccc(I)cc2c(=O)n1-c1ccc(F)cc1F,-30*,59,·,6.1*,1.5*,17,14,2.2*
Cc1ccc(CN(C(=O)CNC(=O)OC(C)(C)C)C(C(=O)NC(C)(C)C)c2ccc3c(c2)OCO3)o1 (stereo not given),89,101,81,103,81,93,92,86
O=C1NN(c2ccccc2)C(c2ccc(Cl)cc2)N2CCC[C@@H]12 (stereo not given in full),104,80,81,80,92,51,83,84
O=C(O)/C(Cc1ccco1)=N\O,65,92,131,88,49,61,130,111
COc1cc(C2=NN(C(=O)c3ccc(S(C)(=O)=O)cc3)C(c3ccc4c(c3)OCO4)C2)cc(OC)c1OC (stereo not given),100,95,94,97,92,104,95,98
CCOC(=O)c1noc2c1CCc1cn(Cc3cc(OC)cc(OC)c3)cc1-2,104,98,91,103,100,102,79,96
O=C(NNC(=O)c1ccncc1)Nc1ccc(N=Nc2ccccc2)cc1,·,93,77,91,·,63,72,97
O=S(=O)(OCCCOS(=O)(=O)c1ccc(F)cc1)c1ccc(F)cc1,86,89,99,78,92,93,65,90
O=C(NNc1ccccc1)NC(Cc1ccccc1)C(=O)O (stereo not given),86,103,110,100,100,99,92,103
O=C(Nc1cnc(Cl)nc1Oc1cccc(C(F)(F)F)c1)Nc1c(Cl)cccc1Cl,83,99,96,83,88,87,90,87
CC(C)C[C@H](NC(=O)CCn1ccc2ccccc2c1=O)B(O)O,90,·,8.1*,58,10,12,5.5*,83
Cc1c(C(N)=O)sc2ncnc(N)c12,100,·,·,104,98,98,100,98
CCCCCc1ccc(C2=C(Br)C(=O)c3nc(/C=N/NC(N)=S)ccc3C2=O)cc1,125,109,51,100,105,33,78,130
C=C(C)[C@@H]1CC[C@]2(C(=O)NCCO)CC[C@]3(C)[C@H](CC[C@@H]4[C@@](C)(CCC#N)[C@H](C(=C)C)CC[C@]43C)[C@@H]12,83,92,77,90,79,93,78,103
CCCCCCCCCCCCOB(OCCCCCCCCCCCC)OCCCCCCCCCCCC,101,·,90,98,96,95,95,95
Ic1sc(I)c(I)c1I,126,119,58,95,93,77,82,116

# Among those listed so far, two contain an NH in an aromatic ring:
SMILES,HOP-92,EKVX,SR,A549/ATCC,RPMI-8226,CCRF-CEM,MOLT-4,HOP-62
Cc1ccc2[nH]c(O)c(N=Nc3nc(-c4ccccc4)c(C#N)c(=O)[nH]3)c2c1,112,97,107,107,100,99,101,99
COc1ccc(O)c(/C(=C/C(=O)O)c2nc3ccccc3[nH]2)c1,65,74,73,79,56,79,60,80

# The list goes on.
SMILES,HOP-92,EKVX,SR,A549/ATCC,RPMI-8226,CCRF-CEM,MOLT-4,HOP-62
O=c1[nH]c2ccccc2nc1/C=C(\O)c1ccncc1,·,105,·,102,·,94,115,111
CCCCNC(=O)c1c(C)[nH]c(-c2nc3ccccc3[nH]2)c1C,90,100,94,101,·,103,100,105
COc1ccc(CN2CCc3c(Nc4ccccc4)nc(N)nc3C2=O)c(OC)c1,10,89,58,82,44,90,80,66
CN1C(=O)N(c2ccccc2)C2N=C(N/N=C/c3ccccc3)SC21 (stereo not given),55,53,14,33,22,17,26,39
CSc1nn(CCC#N)c(=O)[nH]c1=O,108,·,·,99,108,·,97,97
CC1=NN(c2ccc(Cl)cc2)CC1(C)N=O (stereo not given),83,70,33,100,89,34,45,96
O=S(=O)(NC1c2ccccc2CC1O)c1ccccc1 (stereo not given),101,101,104,107,109,103,102,101
c1ccc2c(N3CCCCC3)ncnc2c1,·,94,105,87,67,93,91,100
O=C(CSc1nc2ccccc2s1)Nc1ccc(-c2nc3ccccc3s2)cc1,53,86,·,92,84,80,84,90
COc1ccccc1Nc1nnc(COc2ccc(CNC(=O)CCCC/C=C/C(C)C)cc2OC)o1,79,85,76,99,71,92,77,·
NC(=O)c1cn2c3c(cccc3c1=O)C(=O)CC2,104,104,·,98,109,103,115,92
N#CC(C(=O)Nc1cccc(C(F)(F)F)c1)C(=S)Nc1ccccc1Cl (stereo not given),87,100,98,105,104,108,101,88
OCCOc1c(Cl)cc(Cl)cc1Cl,·,106,·,94,119,113,111,108
CCC(CCC#N)(CCC#N)C(=O)c1ccc(C)o1,·,98,96,103,98,95,97,101
NC(N)=N/N=C(\N=Nc1ccccc1)c1ccc(Cl)cc1,·,49,·,53,·,-4.7*,2.5*,·
Cc1cc(OCC(=O)Nc2ccc3oc(-c4ccncc4)nc3c2)ccc1Cl,96,94,81,71,69,89,92,105
COc1ccc(-n2nc(C(=O)NCC(=O)O)nc2-c2ccccc2)cc1,97,108,102,98,112,102,100,108
CCOC(=O)c1c[nH]c(=S)[nH]c1=O,112,·,83,98,99,99,83,96
CC(=O)Nc1nc(C(=O)N2N=C(C)/C(=C/c3ccc(Cl)cc3)C2=O)cs1,96,·,88,103,103,100,92,97

# Pulled by structure from above:
SMILES,HOP-92,EKVX,SR,A549/ATCC,RPMI-8226,CCRF-CEM,MOLT-4,HOP-62
O=c1[nH]c2ccccc2nc1/C=C(\O)c1ccncc1,·,105,·,102,·,94,115,111
CC(=O)Nc1nc(C(=O)N2N=C(C)/C(=C/c3ccc(Cl)cc3)C2=O)cs1,96,·,88,103,103,100,92,97
O=C(CSc1nc2ccccc2s1)Nc1ccc(-c2nc3ccccc3s2)cc1,53,86,·,92,84,80,84,90
Cc1cc(OCC(=O)Nc2ccc3oc(-c4ccncc4)nc3c2)ccc1Cl,96,94,81,71,69,89,92,105
OCCOc1c(Cl)cc(Cl)cc1Cl,·,106,·,94,119,113,111,108

# Only MOLT-4, HOP-92 and CCRF-CEM (3 entries from above):
smiles	MOLT-4	HOP-92	CCRF-CEM
O=c1[nH]c2ccccc2nc1/C=C(\O)c1ccncc1	115	·	94
CSc1nn(CCC#N)c(=O)[nH]c1=O	97	108	·
N#CC(C(=O)Nc1cccc(C(F)(F)F)c1)C(=S)Nc1ccccc1Cl (stereo not given)	101	87	108
